FBW7 act = activators of human E3 ligase FBW7; Q969H0; AlphaScreen FBW7–phospho-cyclin E peptide binding, activator screen; normalized activity (activation), % at 26.1 µM; 650,000 tested, 0.13% active; in the data active = normalized activity above about 1.9%;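 note: purified mutant Fbw7 with reduced substrate affinity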
GPR151 activ = activates the human receptor GPR151 | 650,000 tested, 1% active | Q8TDV0 | PathHunter beta-arrestin GPR151 cells, luminescence | activation, % at 11.2 µM; in the data active = activation above about 4.9%;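 note: 0% = median of compound wells and 100% = cells with positive control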
Target sequence (Q8TDV0 whole entry, looked up): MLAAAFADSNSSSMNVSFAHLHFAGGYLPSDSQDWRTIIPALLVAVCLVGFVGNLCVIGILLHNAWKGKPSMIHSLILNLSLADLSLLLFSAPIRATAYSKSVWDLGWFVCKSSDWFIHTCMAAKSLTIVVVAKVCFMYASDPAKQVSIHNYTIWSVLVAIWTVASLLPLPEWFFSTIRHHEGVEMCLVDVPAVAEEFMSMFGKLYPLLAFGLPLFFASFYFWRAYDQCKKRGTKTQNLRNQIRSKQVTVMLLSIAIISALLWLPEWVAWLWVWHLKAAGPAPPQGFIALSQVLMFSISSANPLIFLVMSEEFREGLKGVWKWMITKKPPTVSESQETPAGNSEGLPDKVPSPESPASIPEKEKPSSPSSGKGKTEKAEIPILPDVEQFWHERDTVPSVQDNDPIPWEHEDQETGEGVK
TEAD-YAP inh = TEAD-YAP interaction inhibition. HEK-TIYL cells, TEAD-Gal4/YAP UAS-luciferase luminescence. inhibition, % at 9.12 µM. 640,000 tested, 1.4% active. AID 1259422; in the data active = inhibition above about 32%;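 note: 0% = median of test compound wells and 100% = reference inhibitor wells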
MITF primary = human MITF inhibition, primary screen; O75030; AlphaScreen MITF homodimerization, bead proximity signal; inhibition, % at 2.6 µM; 650,000 tested, 0.91% active; in the data active = inhibition above about 50%;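 note: 0% = vehicle wells with protein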
Target sequence (O75030 whole entry, looked up): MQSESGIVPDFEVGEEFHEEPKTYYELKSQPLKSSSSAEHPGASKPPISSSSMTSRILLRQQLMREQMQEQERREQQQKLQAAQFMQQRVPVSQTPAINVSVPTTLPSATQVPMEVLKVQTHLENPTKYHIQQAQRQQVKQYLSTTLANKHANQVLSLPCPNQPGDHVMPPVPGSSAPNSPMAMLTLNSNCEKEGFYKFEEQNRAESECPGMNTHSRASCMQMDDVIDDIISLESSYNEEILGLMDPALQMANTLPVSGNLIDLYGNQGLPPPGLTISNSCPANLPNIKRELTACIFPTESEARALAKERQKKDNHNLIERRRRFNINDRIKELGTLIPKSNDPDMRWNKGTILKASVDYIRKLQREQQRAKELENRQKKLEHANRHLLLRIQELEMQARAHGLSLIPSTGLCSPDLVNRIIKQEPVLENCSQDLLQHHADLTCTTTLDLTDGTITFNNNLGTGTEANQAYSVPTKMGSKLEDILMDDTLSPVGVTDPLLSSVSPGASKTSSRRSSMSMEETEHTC
The depositor's hits bear a star.

SMILES | FBW7 act | GPR151 activ | TEAD-YAP inh | MITF primary
CCC(=O)NC(C)Cc1c[nH]c2ccccc12 (centres undefined) | 0.0 | -0.4 | -4 | -2
Cc1ccc(CNC(=O)CSc2n[nH]c(C(C)C)n2)cc1 | 0.0 | 0.1 | 10 | 10
CCN1CCN(Cc2c(O)ccc(C(=O)Cc3ccccc3)c2O)CC1 | 0.3 | 0.0 | 0 | 2
COc1cc2c(cc1OC)C(c1ccc(C)cc1)CC(=O)N2 (centres undefined) | -0.1 | 0.8 | 3 | 14
c1ccn2cc(CSc3nncn4c3cc3sccc34)nc2c1 | -0.8 | -1.2 | -13 | 0
CCOc1ccc2nc(SC(C)C(N)=O)[nH]c2c1 (centres undefined) | 0.0 | 1.1 | -23 | 17
CCOC(=O)c1ccc(NC(=O)c2ccc(Cl)c([N+](=O)[O-])c2)cc1 | -0.1 | -1.6 | 10 | 5
CCOc1cc(C(=O)Nc2cc(-c3nc4ncccc4o3)ccc2C)cc(OCC)c1OCC | 0.2 | 0.4 | -20 | 2
CC(=O)c1ccc(N2CCN(Cc3cccs3)CC2)cc1 | -0.1 | 0.3 | -19 | 56*
Cc1nc(SCC(=O)OC(C)C)c2c(C)c(C)sc2n1 | -0.1 | -1.1 | 2 | 0
Cc1cccc(N2CCN(CC(=O)NC(=O)NC(C)(C)C)CC2)c1C | 0.1 | 1.7 | 8 | 9
CCOC(=O)c1ccc(NC(=O)C(CC)n2c3ccccc3c3nc(=O)cc(C)n32)cc1 (centres undefined) | -0.1 | -1.7 | -4 | 5
CCc1nc(SCc2cccnc2)c2c(=O)n(C)c(=O)n(C)c2n1 | 0.2 | 8.2* | 6 | 4
COc1ccc(-n2nnc3c(=O)n(CC(C)=O)cnc32)cc1OC | -0.2 | 4.5 | -9 | -3
COc1ccc(C(=O)CC2(O)C(=O)N(CCc3ccccc3)c3ccccc32)cc1[N+](=O)[O-] (centres undefined) | -0.2 | -0.4 | 8 | -1
CCOc1cccc(/C=C2/SC(=S)N(C)C2=O)c1O | -0.1 | -0.3 | 0 | 7
O=C(NCc1cccs1)c1cc2n(n1)C(C(F)(F)F)CC(c1cccs1)N2 (centres undefined) | 0.0 | 0.6 | 7 | 8
COc1c(OC(C)=O)ccc(/C=N\NC(=O)COc2ccc(C)cc2)c1[N+](=O)[O-] | -0.1 | -0.7 | 10 | 4
CSc1ccc(C(=O)OCc2c(C)noc2C)cc1[N+](=O)[O-] | -0.2 | -1.1 | 0 | -3
CCOc1ccc(C(=O)Nc2ccc3oc(-c4cc(I)ccc4Cl)nc3c2)cc1 | 0.1 | -1.8 | 2 | -9

3 entries drawn at random from the list so far, as already listed:
SMILES | FBW7 act | GPR151 activ | TEAD-YAP inh | MITF primary
Cc1cccc(N2CCN(CC(=O)NC(=O)NC(C)(C)C)CC2)c1C | 0.1 | 1.7 | 8 | 9
CCc1nc(SCc2cccnc2)c2c(=O)n(C)c(=O)n(C)c2n1 | 0.2 | 8.2* | 6 | 4
CCOc1cccc(/C=C2/SC(=S)N(C)C2=O)c1O | -0.1 | -0.3 | 0 | 7

Rewritten in CSV form: part of the list above
molecule,FBW7 act,GPR151 activ,TEAD-YAP inh,MITF primary
CCc1nc(SCc2cccnc2)c2c(=O)n(C)c(=O)n(C)c2n1,0.2,8.2*,6,4
COc1ccc(-n2nnc3c(=O)n(CC(C)=O)cnc32)cc1OC,-0.2,4.5,-9,-3
COc1ccc(C(=O)CC2(O)C(=O)N(CCc3ccccc3)c3ccccc32)cc1[N+](=O)[O-] (centres undefined),-0.2,-0.4,8,-1

Following part.
SMILES | FBW7 act | GPR151 activ | TEAD-YAP inh | MITF primary
CCC(=O)Oc1ccc2c(=O)c(-c3nc4ccccc4s3)coc2c1 | 0.3 | -7.2 | 5 | -1
Cc1nc(N2CC(C)CC(C)C2)c2cc(C)sc2n1 (centres undefined) | 0.1 | 2.9 | -6 | 1
Cc1[nH]n(-c2cccc(Cl)c2)c(=O)c1C=Nc1ccccc1[N+](=O)[O-] | -0.1 | 1.3 | -19 | -9
COc1ccc(N2C(=O)/C(=C\c3ccc([N+](=O)[O-])o3)C(=O)NC2=S)cc1 | -0.2 | -0.9 | 5 | 79*
Cc1ccc(CN2CCN3C(=O)[C@H](Cc4ccccc4)NC(=O)[C@H]3C2)s1 | 0.1 | -2.1 | -1 | 19
CCOC(=O)c1c(C)[nH]c(C(=O)/C(C#N)=C/c2ccc(OC)c(OC)c2)c1C | 0.1 | -0.6 | -12 | 12
CN1CCN(c2ccnc3c(-c4cccc(F)c4)cnn23)CC1 | 0.1 | -0.5 | 6 | 12
COc1cc(-c2nc(NCc3ccc(Cl)cc3)c3ccccc3n2)cc(OC)c1OC | 0.2 | 0.4 | 1 | 16
Cc1cc(C)n(-c2cc(N3CC(C)OC(C)C3)ccc2[N+](=O)[O-])n1 (centres undefined) | 0.0 | -0.2 | 16 | 11
CCOC(=O)C1=NNC2C(=O)N(c3ccc(C#N)cc3)C(=O)C12 (centres undefined) | 0.0 | 0.3 | 10 | -4
CC(C)CNc1ncc(-c2ccccc2F)n2ccnc12 | 0.2 | -0.2 | -54 | 20
CC(=O)c1ccc(OCc2ccccc2)cc1 | 0.1 | -3.6 | 9 | -5
Cc1cc(NC(=O)C(=O)NC2CC(C)(C)NC(C)(C)C2)ccc1Br | 0.1 | 0.6 | 1 | -18
O=C(COc1ccc(-n2cnnn2)cc1)NCC(F)(F)F | -0.2 | -1.4 | -13 | -1
Cn1c(=O)[nH]c(=O)c2[nH]c(-c3ccccc3Cl)nc21 | 0.8 | 0.5 | -8 | 13
O=C(/C=C/c1ccc(-c2cc(Cl)ccc2Cl)o1)c1ccco1 | 0.0 | 1.6 | 4 | 31
O=C(O)c1ccc(N2C(=O)C3CC=CCC3C2=O)cc1 (centres undefined) | 0.3 | 0.3 | 7 | 6
COc1cc(NC(=O)C(=O)c2ccccc2NC(C)=O)cc(OC)c1OC | -0.1 | 0.8 | 3 | -1
Cn1c(SCc2ccccc2)nnc1-c1ccc2c(c1)OCO2 | 1.7 | -0.2 | -59 | 11
COc1ccc(/C=C/C(=O)OC2CCOC2=O)cc1OC (centres undefined) | -0.1 | 1.1 | 2 | 4
CC(C)(C)NC(=O)/C=C/c1cccc(C(F)(F)F)c1 | -0.1 | -0.1 | -2 | -13
COc1ccc(-c2csc(/C(C#N)=C/Nc3ccc(NC(C)=O)cc3)n2)cc1 | -0.1 | -0.6 | 4 | 11
O=C(CCC(=O)c1ccccc1)Nc1ccccc1F | 0.0 | 0.2 | -12 | 5
CC(NC(=O)c1ccccc1[N+](=O)[O-])c1ccc(Cl)cc1 (centres undefined) | -0.4 | 1.6 | 1 | 6
O=C(CCc1n[nH]c(=O)[nH]c1=O)N/N=C/c1cc(Br)ccc1O | -0.4 | 0.5 | -8 | 25
O=C(NC1CC1)c1sccc1-c1ccccc1 | -0.1 | -0.8 | 2 | 4
CCN(CC)S(=O)(=O)c1ccc(OC)c(NC(=O)C(Cl)(Cl)Cl)c1 | -0.2 | 0.3 | -2 | 0
CCOC(=O)CCN(Cc1c(Cl)cccc1Cl)S(=O)(=O)c1ccc2c(c1)OCCO2 | 0.0 | -0.9 | -13 | -8
Cc1nc(CCNC(=O)CC2C(=O)NCCN2CCc2ccccc2)sc1C (centres undefined) | -0.1 | -0.7 | 6 | -1
C=CCOc1ccc(C2N3CC4(C(C)C)CN2CC(C(C)C)(C3)C4=O)cc1 (centres undefined) | 0.1 | 0.8 | 9 | 14
CCOc1ccc(/C=N\NC(=O)COc2ccccc2Cl)c(O)c1 | -0.1 | 4.8 | -6 | 3
Cc1ccc(NS(=O)(=O)c2cccc(S(=O)(=O)c3ccc(Cl)cc3)c2)cc1 | -0.1 | 0.3 | 7 | -1
Cc1ccc(-c2cc(C(F)(F)F)n3nc(C(=O)Nc4cc(Cl)ccc4O)cc3n2)cc1 | 0.3 | -0.7 | 1 | -7
CC1(C)C(c2ccccc2)=[N+]([O-])C2(CCCCC/C2=N\NC(N)=S)N1O (centres undefined) | 0.7 | -0.8 | 14 | 21
COC(=O)c1ccccc1NC(=O)NNC(=O)c1csc(C)c1-c1ccc(C)cc1 | 0.0 | 2.0 | 33* | 1
O=C(N1CCN(c2ccccn2)CC1)C1(S(=O)(=O)c2ccc(Cl)cc2)CC1 | 0.1 | -0.6 | 2 | -6
COc1ccc(NS(=O)(=O)c2ccc(OC)c(Cl)c2)c(OC)c1 | -0.3 | -0.4 | 11 | 6
Cc1nn(C)c(C)c1-c1nc(Nc2ccccc2)c2ncn(Cc3ccc(C(F)(F)F)cc3)c2n1 | 0.1 | -0.9 | 7 | 17
CCOC(=O)CC(NC(=O)Cc1cccs1)c1ccccc1Cl (centres undefined) | 0.0 | -0.2 | 1 | 16
CCc1cc2c(NCCC(=O)O)ncnc2s1 | -0.1 | 0.8 | 2 | 1

Rewritten with tabs: entries from further up
Molecule	FBW7 act	GPR151 activ	TEAD-YAP inh	MITF primary
CCOc1ccc(/C=N\NC(=O)COc2ccccc2Cl)c(O)c1	-0.1	4.8	-6	3
Cc1ccc(NS(=O)(=O)c2cccc(S(=O)(=O)c3ccc(Cl)cc3)c2)cc1	-0.1	0.3	7	-1
Cc1ccc(-c2cc(C(F)(F)F)n3nc(C(=O)Nc4cc(Cl)ccc4O)cc3n2)cc1	0.3	-0.7	1	-7

Complete entries, quoted from the list. Order of screens: FBW7 act	GPR151 activ	TEAD-YAP inh	MITF primary
O=C(COc1ccc(-n2cnnn2)cc1)NCC(F)(F)F in the list: -0.2	-1.4	-13	-1
O=C(CCC(=O)c1ccccc1)Nc1ccccc1F in the list: 0.0	0.2	-12	5
CCc1nc(SCc2cccnc2)c2c(=O)n(C)c(=O)n(C)c2n1 in the list: 0.2	8.2*	6	4

(listing goes on)
SMILES | FBW7 act | GPR151 activ | TEAD-YAP inh | MITF primary
CCOC(=O)C1=C(C)N=c2s/c(=C\c3cc(OC)c(OC)cc3[N+](=O)[O-])c(=O)n2C1c1ccc(OC)c(OC)c1 (centres undefined) | 0.2 | -0.2 | 8 | 7
O=C(O)c1c(CNCc2ccc(F)cc2)c2ccccc2n1Cc1ccccc1 | -0.2 | 0.4 | 3 | 3
O=C1Cn2c3c(c4cccc(c42)N1)CCCC3 | 0.0 | 0.0 | -1 | 4
c1cncc(CNc2nc(N3CCN(Cc4ccc5c(c4)OCO5)CC3)nc3c2ncn3C2CCCCC2)c1 | -0.2 | 1.7 | -14 | 7
CCOc1ccc(NC(=O)CC(NCC2CCCO2)C(=O)O)cc1 (centres undefined) | 0.0 | -1.3 | 0 | 10
CCCc1[nH]nc2c1C(c1cccc(O)c1)C(C#N)=C(N)O2 (centres undefined) | 0.1 | -0.3 | -12 | 10
COc1cc(OC)cc(C(=O)Nc2ccc3oc(-c4ccc(C(C)(C)C)cc4)nc3c2)c1 | 0.0 | -0.7 | -10 | -4
COc1ccc([C@@H]2C[C@H]3CN(C4CCCC4)C(=O)[C@]34CCCN24)cc1O | 0.1 | 4.8 | 2 | 6
CCOC(=O)c1c(NC(=O)c2ccc(OC(F)F)cc2)sc2c1CCC2 | 0.3 | -1.0 | 14 | 9
COc1ccccc1CNC(=O)Cn1ncc2ccccc21 | 0.0 | -1.5 | -27 | 3
CC1(C)CC(=O)C2=C(C1)OC(N)=C(C#N)C2c1ccc(OC(=O)c2ccccc2)cc1 (centres undefined) | 1.7 | -1.1 | 4 | 12
Cc1cccc(C)c1NC(=O)N/N=C\c1ccccc1 | 0.0 | -0.5 | -10 | 7
O=C(Cc1c[nH]c2ccccc12)N/N=C/c1ccc(F)cc1 | 0.4 | -1.7 | -10 | 8
N#C/C(=C\c1cn(CCC(N)=O)nc1-c1cccc(Cl)c1)C(=O)O | 0.1 | 1.6 | -15 | 0
Nc1nc(SCC(=O)NCc2ccccn2)nc2sc3c(c12)CCCC3 | 0.3 | -0.2 | -9 | 18
CCCCNC(=O)/C(=C\c1ccccc1Br)NC(C)=O | -0.1 | 3.1 | -14 | 2
CC(=O)Nc1ccc(S(=O)(=O)N2CCSC2c2ccc(C)cc2)cc1 (centres undefined) | 0.0 | 1.0 | 9 | 5
CNC(=O)COC(=O)c1ccc(Cl)c(S(N)(=O)=O)c1 | -0.1 | 0.8 | 1 | -8
CCCN1C(=O)/C(=C2\SC(N3CCCCC3)=NC2=O)c2ccccc21 | 0.0 | 0.7 | -33 | 6
Nc1ncnc(Nc2cc(Cl)ccc2Cl)c1[N+](=O)[O-] | 0.0 | 1.4 | 10 | 1
CCNC(=O)C1Cc2ccccc2N1C(=O)c1ccc(S(=O)(=O)N(CC)CC)cc1 (centres undefined) | -0.1 | 0.4 | 3 | 7
Cc1ccc(Cc2cnc(NC(=O)/C(C#N)=C\c3ccc(C)o3)s2)cc1 | 0.0 | 0.0 | -6 | 2
COc1cccc(C(=O)Nc2cc3nn(-c4ccc(C)cc4)nc3cc2C)c1 | 0.8 | -1.5 | -12 | 10
CCCCOc1ccc(NC(=O)[C@H]2O[C@@H]3OC(C)(C)O[C@@H]3[C@H]3OC(C)(C)O[C@H]32)cc1 | 0.0 | 0.0 | 8 | 7
CC(=O)c1ccc(NC(=O)CCc2c(C)nc3c(-c4ccccc4)c(C)nn3c2C)cc1 | 0.8 | 0.1 | 6 | 7
O=C(COc1ccccc1)N1CCN(c2ccccc2)CC1 | -0.1 | 0.2 | -4 | 18
FC(F)(F)C1(C(F)(F)F)N=C(c2ccccc2)OC(N2CCCCC2)=N1 | 0.1 | 1.0 | -1 | 4

Compound activity (PubChem)
